# Screening results from PubChem.
# SIAE inh = human SIAE inhibition, primary screen; actives 0.69% (n = 370,000); inhibition, % at 9.66 µM; SIAE FP-Rh probe binding, fluorescence polarization;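 active means inhibition above a cutoff: mean of compounds within the control limits plus 3 SD of those, cut at about 17% in these data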;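 further: 0% = plate median of compound wells and 100% = probe without SIAE protein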
# TCR CD3 inh = inhibitors of human TCR-CD3 interaction | TAMRA-labeled TCR probe fluorescence, biochemical | inhibition, % at 9.4 µM | actives 0.37% (n = 360,000); in the data active means inhibition above about 19%;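 further: recombinant mutant TCR 2C K166C tagged with TAMRA read by polarization; 0% = receptor in buffer alone and 100% = receptor with positive control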
# rCAG binder = r(CAG) repeat RNA binding | TO-PRO-1 dye displacement fluorescence | inhibition, % at 3 µM | actives 1.3% (n = 370,000) | AID 651821;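 active means inhibition above the plate cutoff, the mean of all test compounds on that plate plus 3 SD, cut at about 35% in these data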;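 further: 0% = DMSO alone and 100% = 100 µM mitoxantrone as full dye displacement; higher means more dye released from RNA so lower well fluorescence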
# MBD2 inh = blocks human MBD2 binding to methylated DNA; actives 0.31% (n = 370,000); TR-FRET, MBD2 binding to methylated oligonucleotide; inhibition, % at 4.4 µM; in the data active means inhibition above about 13%
# HTRA1 inh = blocks human HTRA1 serine peptidase; Q92743; actives 0.5% (n = 340,000); AID 504803; inhibition, % at 5.96 µM; recombinant HTRA1, FP-rhodamine activity-based probe, fluorescence polarization; in the data active means inhibition above about 36%;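 further: 0% = enzyme with DMSO and 100% = wells lacking enzyme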
# GC-A act = GC-A (human) enzyme activation | activation, % at 10 µM | actives 0.14% (n = 370,000) | HEK293 GC-A cells, cGMP TR-FRET, EC30 ANP; 0% at EC30 ANP, 100% saturating ANP | AID 1671463; in the data active means activation above about 40%
# UHRF1 binding = human UHRF1 methylated DNA binding inhibitors; actives 0.75% (n = 370,000); AID 687016; inhibition, % at 4.4 µM; UHRF1 binding to methylated oligo, TR-FRET; Q96T88; in the data active means inhibition above about 21%;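 further: UHRF1 SRA domain binding a hemimethylated CpG hairpin DNA probe; 0% = median of test compound wells and 100% = reference inhibitor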
# Target sequence (Q96T88 whole entry, looked up, the tested form may be a part): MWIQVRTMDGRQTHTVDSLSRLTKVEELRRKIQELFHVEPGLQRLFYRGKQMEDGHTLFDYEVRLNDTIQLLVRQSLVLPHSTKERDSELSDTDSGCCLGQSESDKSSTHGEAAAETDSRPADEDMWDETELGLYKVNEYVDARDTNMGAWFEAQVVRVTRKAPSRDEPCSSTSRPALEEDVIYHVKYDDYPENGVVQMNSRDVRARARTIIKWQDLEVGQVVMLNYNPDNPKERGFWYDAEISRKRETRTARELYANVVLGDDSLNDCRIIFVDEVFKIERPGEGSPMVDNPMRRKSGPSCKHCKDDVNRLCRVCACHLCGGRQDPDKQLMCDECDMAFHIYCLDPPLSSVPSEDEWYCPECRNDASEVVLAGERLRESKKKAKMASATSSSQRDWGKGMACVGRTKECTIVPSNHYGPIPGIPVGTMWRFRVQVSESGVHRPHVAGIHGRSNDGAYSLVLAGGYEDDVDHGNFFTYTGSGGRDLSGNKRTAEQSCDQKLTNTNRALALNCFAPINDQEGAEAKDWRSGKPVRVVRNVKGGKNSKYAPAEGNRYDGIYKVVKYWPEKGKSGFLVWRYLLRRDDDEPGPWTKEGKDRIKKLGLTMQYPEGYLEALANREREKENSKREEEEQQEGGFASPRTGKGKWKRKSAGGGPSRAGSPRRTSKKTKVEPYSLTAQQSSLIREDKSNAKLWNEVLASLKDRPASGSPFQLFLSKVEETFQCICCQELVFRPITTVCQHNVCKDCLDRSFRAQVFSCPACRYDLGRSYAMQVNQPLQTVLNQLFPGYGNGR
# PRMT1 inh = inhibitors of human PRMT1 | Q99873 | recombinant PRMT1, activity-based probe fluorescence polarization | inhibition, % at 2.79 µM | actives 1.3% (n = 370,000) | AID 652257;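 active means inhibition above about 21% made by adding two undisclosed values, limit read from the data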
# GC-B act = GC-B (human) receptor activation; P20594; HEK293-GC-B cells, CNP EC30, cGMP TR-FRET; 0% at EC30 CNP, 100% saturating CNP; activation, % at 10 µM; actives 0.11% (n = 370,000);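 active means activation at 10 µM reaching about 35% in either raw or pattern-adjusted values, limit read from the data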
# mABHD4 FP = ABHD4 (mouse) inhibition, primary FP screen | Q8VD66 | purified mABHD4, FP-Rh probe fluorescence polarization | inhibition, % at 8.92 µM | actives 0.54% (n = 370,000) | AID 720543;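 active means inhibition exceeding the mean over every tested compound plus 3 SD, cut at about 30% in these data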;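 further: 0% = plate median of compound wells and 100% = S159A mutant with DMSO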
#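 Material: mouse ABHD4 enzyme, wild type; Benchmarks: S159A mutant high control, sample median low control; Buffer or medium: HEPES pH 7.0, NaCl, Pluronic buffer; Signal: fluorescence polarization; Read-out: percent inhibition of probe binding, normalized to plate controls; Timing: pre-incubation 45 min, probe exposure 60 min, at 25 °C; Dosing: 8.92 µM, single dose.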
# An asterisk follows results filed as active; / = not tested or not shown. These rows are one share of the data. The share of hits here may be higher or lower than overall.
SMILES,SIAE inh,TCR CD3 inh,rCAG binder,MBD2 inh,HTRA1 inh,GC-A act,UHRF1 binding,PRMT1 inh,GC-B act,mABHD4 FP
Nc1c(NC2CCCCC2)c2ccccc2oc1=O,3,0,3,5,-9,-9,16,1,-1,0
Cc1sc2ccccc2c1CNC[C@H]1O[C@@H](n2ccc(N)nc2=O)[C@H](O)[C@@H]1O,-1,0,0,-1,0,-1,-2,0,0,4
O=C(Nc1ccc(CN2CCS(=O)(=O)CC2)cc1)c1ccccc1,-4,-7,2,7,-20,-2,2,-1,-12,2
Cc1cc(C(=O)NN=C(Cc2ccccc2)Cc2ccccc2)c(C)o1,1,7,0,3,-1,-17,-6,-2,-8,4
CC1(c2nnc(Cc3ccccc3)o2)CC(c2cccc(Cl)c2)=NO1 (stereo not given),1,2,-6,2,-16,3,-1,-3,-3,-7
COC(=O)C(NC(=O)c1ccco1)(Nc1cc(C)ccn1)C(F)(F)F (stereo not given),0,-2,0,2,1,-3,1,-1,-2,1
CC(C)Oc1ccc(C(=O)N(CN2CCCC2=O)c2ccc(F)cc2)cc1,5,5,-9,-3,1,-2,-2,-6,7,-1
C/C(=N\Nc1ccc(S(N)(=O)=O)cc1[N+](=O)[O-])c1ccccc1O,9,1,10,-6,-19,-6,0,0,-6,-2
CCN(CC)S(=O)(=O)c1ccc(OC)c(NC(=O)/C=C/c2ccco2)c1,-4,2,19,-3,-12,0,-1,7,-1,0
CCN(C(=O)CSc1nnc(Cn2nnc3ccccc32)o1)c1nc(C)cs1,9,-6,-5,3,6,3,-1,6,3,-7
COC(=O)CSc1nnc(-c2ccc(S(=O)(=O)N3CCCC3)cc2)n1C,6,-2,-4,0,5,-1,4,5,2,-1
COCC(=O)Nc1ccc2nc3n(c(=O)c2c1)CCCCC3,5,5,-1,-1,-6,-1,-4,-2,-7,0
Cc1ccccc1NC(=O)CC1(c2ccc(N(C)C)cc2)C(=O)c2ccccc2C1=O,2,6,-3,-4,-3,-7,2,0,-9,-6
CC(=O)Nc1ccc(S(=O)(=O)NC(CC(=O)N(C)Cc2ccccc2)C(C)C)cc1 (stereo not given),3,5,-3,1,-3,0,3,1,8,0
CCc1ccc(CN(C)C(=O)c2cc(S(=O)(=O)N3CCN(CC)CC3)ccc2Cl)cc1,1,-3,-8,1,-2,-3,0,5,4,3
CC(=O)Nc1ccc(OC(=O)COc2ccc(Br)cc2)cc1,6,-8,0,2,-6,10,-4,4,-8,5
COc1ccc(NC2CCCN(C(=O)c3ccc4[nH]c(C)c(C)c4c3)C2)cc1OC (stereo not given),11,-4,2,3,12,8,3,10,6,10
COc1ccc(NS(=O)(=O)c2cccc(C(=O)NNC(=O)c3ccc(O)c(Cl)c3)c2)cc1,0,-3,6,2,7,-1,-3,1,1,5
CCn1c(SC(C)C)nnc1-c1cc(-c2ccccc2)sc1N,0,9,4,7,16,4,-1,12,2,6
CSc1ccc(CN2CCCC(N3CCN(c4ccccc4)CC3)C2)cc1 (stereo not given),3,3,-5,-2,1,-8,5,-1,-4,-2
COc1ccccc1NC(=S)Nc1cccc2cnccc12,-1,-3,0,-3,-3,-1,1,7,-3,10
Cc1ccc(OCC(=O)Nc2ccc(N3CCCC3)cc2)cc1C,2,0,9,4,22,0,5,2,-3,1
CC(C(=O)N1CCCc2ccccc21)N1CCN(c2ccccn2)CC1 (stereo not given),-2,-1,-4,1,1,0,2,1,1,15
COc1ccc(CCNC(=O)COC(=O)C23CC4CC(CC(C4)C2)C3)cc1,-2,0,-11,2,-12,-3,3,1,1,-7
C[C@H]1[C@H](NC(=O)c2ccc(C(F)(F)F)cc2)CC[C@@]23CCCN2C(=O)CCC[C@@H]13,1,/,/,5,/,-1,0,53*,-2,-3
Cc1ccc(C(=O)NNC(=O)c2ccc(Br)s2)cc1S(=O)(=O)N1CCOCC1,-10,-1,33,5,1,1,-1,-3,-3,3
c1ccc2cc3[nH]c(CN4CCCCC4)nc3cc2c1,-1,-5,6,-6,-9,1,-5,-3,-6,-5
Cc1noc(NS(=O)(=O)c2ccc(N/C=C\C(=O)c3cccs3)cc2)c1C,-6,6,19,2,-5,4,-2,-2,0,0
O=c1[nH]c(=O)n(C2CCCO2)cc1Br (stereo not given),-7,6,1,1,-3,-1,1,0,-3,3
CCOc1ccccc1NC(=O)C(OC(=O)c1ccccc1O)c1ccccc1 (stereo not given),-5,3,-2,9,-11,17,8,6,19,-12
Cc1ccc(C(=O)N/C(=C\c2cccs2)C(=O)NCCc2ccccn2)cc1C,6,2,0,1,-2,2,-3,-1,0,0
Nc1ccccc1Sc1cc(Cl)nnc1Cl,-5,-3,-1,-9,-5,-2,-11,7,-1,14
CN(C)C(=O)c1coc2nc3ccccc3nc12,-3,-3,0,2,12,-1,0,4,-2,-4
CCCCn1c(N)c(N(CCOC)C(=O)CSc2ccc([N+](=O)[O-])cc2)c(=O)[nH]c1=O,-3,-4,7,6,5,0,-1,4,-2,2
COc1ccc(NC(=O)NNC(=O)c2ccc(-c3ccccc3)cc2)cc1,9,10,8,9,-6,0,0,-2,3,-8
COc1ccc(OCCOCCN2CCOCC2)cc1,0,4,-3,0,-4,3,1,0,0,3
CC[C@H](CCCCCCCn1ccc2ccccc21)CCC(=O)N(c1ccccc1)c1ccccc1,5,/,9,0,/,0,0,2,6,-1
Cc1ccc(N(CCC(=O)O)S(=O)(=O)c2ccc(C)cc2)cc1,-7,-2,2,0,3,-2,-1,3,2,-9
O=C(CN1C(=O)CCSc2ccccc21)Nc1ccc(Cl)cc1,0,/,2,3,/,1,-3,1,-2,2
CN1C(C(=O)NCC2CC2)CC2Cn3c(nc4ccccc43)C21 (stereo not given),-5,6,7,6,8,-4,7,3,3,-14
O=C(CN1CCN(C(=O)CNC(=O)c2ccc3c(c2)OCO3)CC1)Nc1ccccc1Cl,5,4,0,1,5,0,0,-4,2,2
Cc1[nH]c2ccc(C(=O)N3CCCCC3)cc2c1C,10,3,-3,2,8,0,3,-2,-1,-5
O=C(NCc1ccccc1)c1ccc[n+]([O-])c1,-6,0,-3,-3,0,1,1,6,0,0
O=C(Nc1cc(C(F)(F)F)ccc1F)C1CCC1,3,4,-3,2,0,0,-2,-2,-3,1
CCn1c(SCc2nc3cc(OC)c(OC)cc3c(=O)[nH]2)nc2ccccc21,-3,3,-1,-2,4,-3,0,-1,-6,-1

# The last 2 records of the section before lead into the next:
SMILES,SIAE inh,TCR CD3 inh,rCAG binder,MBD2 inh,HTRA1 inh,GC-A act,UHRF1 binding,PRMT1 inh,GC-B act,mABHD4 FP
O=C(Nc1cc(C(F)(F)F)ccc1F)C1CCC1,3,4,-3,2,0,0,-2,-2,-3,1
CCn1c(SCc2nc3cc(OC)c(OC)cc3c(=O)[nH]2)nc2ccccc21,-3,3,-1,-2,4,-3,0,-1,-6,-1
O=C(Nc1ccc2c(c1)CCC2)c1cnn2c1NC(c1ccco1)CC2C(F)(F)F (stereo not given),-54,0,1,-2,-17,-2,0,-1,1,-1
COC(=O)N/N=C(\C)c1ccc(OC(F)F)cc1OC(F)F,5,9,-2,-5,-3,6,-3,-1,6,8
C=C(C)c1cccc(C(C)(C)NC(=O)NNC(=O)c2ccccc2O)c1,2,31*,9,-4,20,-1,0,3,2,9
CN(C)CCCN(Cc1cc2cc3c(cc2[nH]c1=O)OCO3)C(=S)Nc1cccc(Cl)c1,3,7,10,-4,-4,-2,2,0,-9,4
Cc1ccc(C(=O)N2CCCC(c3ccccc3)=N2)cc1,1,6,0,-3,-9,2,-4,-4,3,-5
Cc1ccc(S(=O)(=O)N2CCC(C(=O)N3CCc4ccccc43)CC2)cc1C,5,0,1,2,3,-7,3,-4,-14,-5
CCC/C(C(=O)NCCO)=C1/c2ccccc2C(=O)N1c1ccccc1,4,-1,1,4,-3,1,4,3,-3,2
Cc1ccnc(N2C(=O)c3ccccc3C2O)c1 (stereo not given),5,6,2,-3,-2,-2,0,-4,1,-2
COc1ccc(S(=O)(=O)N2CCCCC2)cc1NC(=O)CSc1nccn1C,-1,-3,-2,1,3,1,0,-7,-1,-2
COc1ccc(C(=O)NC(=C(Cl)Cl)S(=O)(=O)c2ccc(C)cc2)cc1,-1,0,-3,3,-9,0,0,3,1,4
O=C(O)C(=O)Nc1ccc(NC(=O)C(c2ccccc2)c2ccccc2)cc1,-3,6,14,2,-1,3,-2,0,1,-3

# Of the compounds above, 8 contain a Cl atom.
SMILES,SIAE inh,TCR CD3 inh,rCAG binder,MBD2 inh,HTRA1 inh,GC-A act,UHRF1 binding,PRMT1 inh,GC-B act,mABHD4 FP
CC1(c2nnc(Cc3ccccc3)o2)CC(c2cccc(Cl)c2)=NO1 (stereo not given),1,2,-6,2,-16,3,-1,-3,-3,-7
CCc1ccc(CN(C)C(=O)c2cc(S(=O)(=O)N3CCN(CC)CC3)ccc2Cl)cc1,1,-3,-8,1,-2,-3,0,5,4,3
COc1ccc(NS(=O)(=O)c2cccc(C(=O)NNC(=O)c3ccc(O)c(Cl)c3)c2)cc1,0,-3,6,2,7,-1,-3,1,1,5
Nc1ccccc1Sc1cc(Cl)nnc1Cl,-5,-3,-1,-9,-5,-2,-11,7,-1,14
O=C(CN1C(=O)CCSc2ccccc21)Nc1ccc(Cl)cc1,0,/,2,3,/,1,-3,1,-2,2
O=C(CN1CCN(C(=O)CNC(=O)c2ccc3c(c2)OCO3)CC1)Nc1ccccc1Cl,5,4,0,1,5,0,0,-4,2,2
CN(C)CCCN(Cc1cc2cc3c(cc2[nH]c1=O)OCO3)C(=S)Nc1cccc(Cl)c1,3,7,10,-4,-4,-2,2,0,-9,4
COc1ccc(C(=O)NC(=C(Cl)Cl)S(=O)(=O)c2ccc(C)cc2)cc1,-1,0,-3,3,-9,0,0,3,1,4
